Wnt bcat act – Wnt/beta-catenin pathway activators, primary screen, cell-based, plate reader, single point | Wnt/beta-catenin reporter cell assay, activator | activation, % at 9.35 µM | 300,000 tested, 1.2% active; in the data active = activation above about 30%, passing the limit was not always enough; inconclusive = no clear call, values can overlap the other calls;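 also: 0% = neutral control wells and 100% = positive control wells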
AddAB inh – growth inhibition of E. coli expressing H. pylori AddAB, primary screen, AddAB inhibitor project, absorbance. inhibition, % at 11.9 µM. 330,000 tested, 0.29% active. AID 435030, 2010; in the data active = inhibition above about 12%;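 also: 0% = vehicle wells of infected cells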
PfHsp90 yeast 2 – growth inhibition of PfHsp90-expressing yeast, primary screen, antimalarial PfHsp90 inhibitor project, S. cerevisiae, BacTiter-Glo luminescence, single point, set 2; BacTiter-Glo ATP, 48 h; yeast lacking PDR1 and PDR3 efflux regulators; inhibition, % at 9.4 µM; 310,000 tested, 0.32% active; AID 504621, 2011;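 active = every replicate shows inhibition above about 80%, whatever the replicate mean, limit read from the data; inconclusive = mean inhibition reaches the set limit but some replicate falls short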;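 also: 0% = DMSO neutral controls and 100% = 20 µM radicicol positive controls; yeast relying on Plasmodium falciparum Hsp90 in place of its own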
Tat transport – E. coli Tat export inhibitors, primary screen, MC4100, TorA-mCherry reporter, fluorescence, single point; 340,000 tested, 0.036% active; inhibition, % at 10 µM;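 active = mean replicate inhibition at least 50% and at least half of replicates individually reaching 50%; inconclusive = only one of the two criteria met; inactive = neither criterion met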;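 also: exported cargo escapes ClpAP degradation while cytoplasmic cargo is degraded and loses fluorescence; 0% = median of neutral control wells and 100% = median of NaSCN control wells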
DAGLB inh – DAGLB lipase inhibitors, primary screen, biochemical, fluorescence, HTS | Diacylglycerol lipase-beta (Homo sapiens), Q8NCG7 | HEK293T DAGLB membrane lysate, EnzChek fluorogenic substrate | inhibition, % at 5.17 µM | 340,000 tested, 0.059% active | AID 504411, 2011; in the data active = inhibition above about 34%;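 also: 0% = enzyme with vehicle and 100% = wells lacking enzyme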
Target sequence (Q8NCG7 whole entry, looked up): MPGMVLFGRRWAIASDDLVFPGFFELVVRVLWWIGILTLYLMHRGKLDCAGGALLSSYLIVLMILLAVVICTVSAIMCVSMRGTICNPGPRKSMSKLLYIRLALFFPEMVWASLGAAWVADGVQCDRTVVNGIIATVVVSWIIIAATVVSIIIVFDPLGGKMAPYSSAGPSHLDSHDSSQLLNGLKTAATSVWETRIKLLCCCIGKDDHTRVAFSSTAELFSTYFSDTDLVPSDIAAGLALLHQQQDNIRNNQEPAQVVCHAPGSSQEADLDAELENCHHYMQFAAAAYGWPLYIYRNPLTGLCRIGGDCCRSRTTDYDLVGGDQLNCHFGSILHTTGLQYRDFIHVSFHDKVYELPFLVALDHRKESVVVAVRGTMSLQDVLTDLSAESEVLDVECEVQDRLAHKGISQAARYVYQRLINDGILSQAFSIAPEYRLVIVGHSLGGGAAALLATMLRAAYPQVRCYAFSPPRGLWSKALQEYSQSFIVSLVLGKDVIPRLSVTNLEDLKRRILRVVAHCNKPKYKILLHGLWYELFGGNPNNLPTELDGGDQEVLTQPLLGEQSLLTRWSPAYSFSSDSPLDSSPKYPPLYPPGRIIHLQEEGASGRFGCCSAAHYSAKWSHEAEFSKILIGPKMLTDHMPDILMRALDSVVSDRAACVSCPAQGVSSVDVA
PvdQ acylase – P. aeruginosa PvdQ acylase inhibitors, primary screen, biochemical, fluorescence, plate reader and imaging, single point. PvdQ acylase [Pseudomonas aeruginosa LESB58]. purified PvdQ acylase. inhibition, % at 10 µM. 340,000 tested, 0.063% active. AID 488965, 2010; in the data active = inhibition above about 30%, passing the limit was not always enough; inconclusive = no clear call, values can overlap the other calls;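 also: 0% = vehicle neutral wells and 100% = reference inhibitor wells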
Rtt109 HAT inh – inhibitors of C. albicans Rtt109/Vps75 HAT, primary screen, biochemical, ThioGlo CoA-SH fluorescence, plate reader | purified Rtt109/Vps75, 4 h | inhibition, % at 34.9 µM | 330,000 tested, 0.16% active;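 active = inhibition of at least 50% in every replicate; inconclusive = best replicate reaches 50% inhibition but some replicates fall short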
Target sequence (Q5AAJ8 whole entry, looked up): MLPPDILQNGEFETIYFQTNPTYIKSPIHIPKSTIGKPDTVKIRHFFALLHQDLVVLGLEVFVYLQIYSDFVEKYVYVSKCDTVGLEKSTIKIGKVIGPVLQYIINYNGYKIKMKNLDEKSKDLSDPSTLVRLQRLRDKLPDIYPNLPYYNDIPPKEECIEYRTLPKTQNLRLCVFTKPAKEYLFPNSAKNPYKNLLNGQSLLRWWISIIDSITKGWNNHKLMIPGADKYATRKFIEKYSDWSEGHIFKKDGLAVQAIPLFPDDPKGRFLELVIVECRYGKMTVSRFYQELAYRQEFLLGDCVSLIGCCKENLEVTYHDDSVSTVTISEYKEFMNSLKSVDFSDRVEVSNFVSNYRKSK
phage Ecoli inh – growth loss of phage-infected E. coli, primary screen, RecBCD inhibitor project, absorbance, with phage, HTS; 360,000 tested, 0.26% active; inhibition, % at 11.9 µM; AID 651602, 2012; in the data active = inhibition above about 11%
CAL PDZ FP – CAL PDZ peptide-binding inhibitors, primary screen, biochemical, fluorescence polarization, Cer-tagged CAL PDZ, HTS; Golgi-associated PDZ and coiled-coil motif-containing protein (Homo sapiens), Q9HD26; purified CAL PDZ, TMR-peptide fluorescence polarization, 1 h; inhibition, % at 20 µM; 330,000 tested, 0.02% active;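 active = highest replicate inhibition of at least 40%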;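 also: plate controls were DMSO neutral control wells for no effect and unlabeled competitor peptide control wells for full effect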
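System: tagged CAL PDZ domain. Schedule: 1 h room-temperature incubation prior to read. Signal: fluorescence polarization (mP). Measure: percent inhibition from loss of millipolarization.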
Ecoli viability – E. coli V3065 growth inhibition, primary screen, counter-screen for AddAB inhibitor project, absorbance, OD600; 18 h; inhibition, % at 11.9 µM; 330,000 tested, 0.27% active;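 active = inhibition above the campaign's mean inhibition across all tested compounds plus 3 SD, cut at about 9.9% in these data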;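 also: uninfected addAB+ strain grown without phage in ampicillin broth; 0% = DMSO wells and 100% = ciprofloxacin 0.95 µg/ml wells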
Active calls of the source: *; ? = inconclusive; . = not tested or not shown.

SMILES | Wnt bcat act | AddAB inh | PfHsp90 yeast 2 | Tat transport | DAGLB inh | PvdQ acylase | Rtt109 HAT inh | phage Ecoli inh | CAL PDZ FP | Ecoli viability
O=C(NC(=S)Nc1ccc(Cl)cc1Cl)C1CC1 | 22 | 1.5 | 1 | -3 | -2 | -13 | 8 | 4.3 | -0.8 | -1.8
CCNC(=O)N(CC)C[C@H]1N[C@@](C)(C(=O)OC)[C@H]2C(=O)N(C)C(=O)[C@@H]12 | -1 | 1.7 | -27 | -4 | 2 | -15 | -10 | 1.6 | -2.2 | -0.9
COc1ccc(Nc2oc(-c3ccc(Cl)cc3)nc2C#N)cc1 | 13 | 0.7 | -23 | -3 | 1 | -14 | -2 | 2.8 | -0.3 | -0.3
O=C(c1ccc(Cl)c([N+](=O)[O-])c1)N1CCN(c2ccccn2)CC1 | 8 | 4.5 | 9 | -5 | -1 | 23 | 0 | 2.5 | -2.4 | -0.3
CCCN=C1CC(C)(C)CC(=O)/C1=C(/O)CCCN1C(=O)c2ccccc2C1=O | 0 | 0.8 | . | -6 | 0 | -8 | -9 | 1.1 | 0.0 | 0.2
Cc1ccc(C)c(N(CC(=O)NCCC2=CCCCC2)S(C)(=O)=O)c1 | . | 1.0 | . | 6 | 0 | 7 | -9 | 2.4 | -1.1 | 1.3
C#CCOCCOCCOCCNc1nc(N2CCN(C(=O)Cn3cc(CC(C)O)nn3)CC2)nc(N2CCN(C(=O)[C@H]([C@@H](C)CC)n3cc(CCCCN)nn3)CC2)n1 (stereo partly specified) | -1 | . | -10 | 6 | -3 | -17 | -5 | 0.2 | -0.1 | .
CCOC(=O)N1CCC(NC(=O)Cn2cc3c(n2)CCC(C)C3)CC1 (stereo unspecified) | . | 1.5 | -3 | 3 | -2 | -16 | -14 | 3.8 | -0.6 | 3.3
CC1(N2CCOCC2)CC2(O)C(=[N+]1[O-])CCc1c2no[n+]1[O-] (stereo unspecified) | . | 1.7 | 5 | 8 | -1 | 4 | 5 | . | -0.9 | -0.9
COc1ccc(Cl)cc1NC(=O)CN1CCN(Cc2ccccc2)CC1 | -1 | 0.3 | -4 | -3 | -4 | -18 | 3 | 1.0 | -1.6 | 0.2

The list goes on (5 carried over from the part before).
SMILES | Wnt bcat act | AddAB inh | PfHsp90 yeast 2 | Tat transport | DAGLB inh | PvdQ acylase | Rtt109 HAT inh | phage Ecoli inh | CAL PDZ FP | Ecoli viability
Cc1ccc(C)c(N(CC(=O)NCCC2=CCCCC2)S(C)(=O)=O)c1 | . | 1.0 | . | 6 | 0 | 7 | -9 | 2.4 | -1.1 | 1.3
C#CCOCCOCCOCCNc1nc(N2CCN(C(=O)Cn3cc(CC(C)O)nn3)CC2)nc(N2CCN(C(=O)[C@H]([C@@H](C)CC)n3cc(CCCCN)nn3)CC2)n1 (stereo partly specified) | -1 | . | -10 | 6 | -3 | -17 | -5 | 0.2 | -0.1 | .
CCOC(=O)N1CCC(NC(=O)Cn2cc3c(n2)CCC(C)C3)CC1 (stereo unspecified) | . | 1.5 | -3 | 3 | -2 | -16 | -14 | 3.8 | -0.6 | 3.3
CC1(N2CCOCC2)CC2(O)C(=[N+]1[O-])CCc1c2no[n+]1[O-] (stereo unspecified) | . | 1.7 | 5 | 8 | -1 | 4 | 5 | . | -0.9 | -0.9
COc1ccc(Cl)cc1NC(=O)CN1CCN(Cc2ccccc2)CC1 | -1 | 0.3 | -4 | -3 | -4 | -18 | 3 | 1.0 | -1.6 | 0.2
Fc1ccc(OCCCn2ccnc2)cc1 | -1 | . | -30 | -5 | -1 | -8 | 1 | 2.5 | -4.6 | .
O=C(Nc1cccc(CCc2ccccn2)c1)c1cc(F)c(F)cc1Cl | -1 | 6.8 | -10 | -2 | -3 | 0 | 1 | 4.1 | -0.4 | -0.1
CC(=O)C1=NOC(CNc2ncc(C(F)(F)F)cc2Cl)C1 (stereo unspecified) | 3 | 3.6 | -36 | -5 | 3 | -9 | -1 | 4.9 | -0.2 | 1.3
COc1ccc(C(=O)N/N=c2\oc3ccccc3cc2C(N)=O)cc1 | 0 | -0.5 | 8 | -9 | 1 | -8 | 3 | 2.4 | 0.1 | 0.2
Cc1cc(=O)n2nc(N3CCC(C(=O)NCc4ccccc4F)CC3)sc2n1 | -1 | 1.2 | 3 | -1 | 3 | -6 | -10 | 0.9 | 0.2 | -0.5
COc1cc(C2c3cc4c(cc3OC(N3CCCCC3)C2C)OCO4)cc(OC)c1O (stereo unspecified) | -2 | . | -7 | -1 | -2 | -19 | 3 | -1.8 | -0.2 | .
Cc1cccc(OCc2nc(-c3ccc(Br)o3)no2)c1 | 7 | -3.2 | . | 5 | -16 | -9 | 1 | 1.8 | -1.0 | -1.4
Cc1c(Cc2ccccc2)c(NCCN(C)C)n2c(nc3ccccc32)c1C#N | -3 | 6.1 | 111* | -4 | -11 | 2 | ? | 3.1 | 1.1 | 1.0
COC(=O)c1ccc(Oc2nc(N(C)C)nc(N3CCOCC3)n2)cc1 | 0 | 0.9 | -19 | 2 | -3 | -5 | 3 | 3.7 | -2.8 | -1.6
Cc1ccc(C(c2nnnn2CCc2ccccc2)N2CCSCC2)cc1 (stereo unspecified) | . | -1.5 | 1 | 11 | -10 | 5 | 14 | 3.8 | -1.0 | 0.8
CC(C)CN(C(=O)CN1CCN(c2cccc(Cl)c2)CC1)c1c(N)n(CC(C)C)c(=O)[nH]c1=O | -7 | 2.1 | -5 | -6 | -2 | 2 | 1 | 2.9 | -0.3 | 0.0
COc1ccc([C@H]2[C@H](C(=O)OC(C)(C)C)N3N=Cc4ccccc4C3C23C(=O)c2ccccc2C3=O)c(OC)c1 (stereo partly specified) | . | 1.7 | 29 | -4 | 7 | -3 | -1 | 0.4 | -3.4 | -2.2
CCOC(=O)/C(C#N)=C\C1=C(N2CCCC2)CC(C)(C)OC1 | 1 | 3.0 | -2 | 3 | 2 | -11 | 6 | 1.7 | . | 0.0
O=C(NCCn1cccn1)c1ccc(OC2CCN(C(=O)C3CC3)CC2)cc1 | 0 | 2.2 | 8 | 5 | -2 | 0 | 26 | 5.1 | -0.1 | 1.6
CCOC(=O)c1nn(-c2ccc(OC)cc2)c(=O)c2c(N)scc12 | -1 | 0.4 | -21 | -9 | 2 | 6 | 7 | 0.2 | -3.0 | 0.8
COc1ccc(CCN2CCCC(CN(C)Cc3cccc(OC)c3)C2)cc1 (stereo unspecified) | -2 | 5.5 | 13 | -5 | 0 | -6 | -8 | 0.7 | -0.7 | 0.2
COc1ccc(S(=O)(=O)N2CC(O)C[C@H]2C(=O)OCC(=O)N2CCCCCC2)cc1 (stereo partly specified) | -2 | -1.4 | -1 | 3 | -4 | 2 | 4 | 2.3 | -1.0 | 3.6
Cc1ccc(Cn2cc(/C=N/Nc3ccc([N+](=O)[O-])cn3)c3ccccc32)cc1 | -2 | 0.7 | 13 | 4 | 11 | -2 | . | 0.6 | -2.7 | 2.1
COc1ccc(C(=O)NCC(=O)NCC(=O)OCC(=O)C(C)(C)C)cc1 | . | 2.4 | -5 | -21 | 0 | -4 | -3 | 5.8 | 0.0 | 1.7
CCCCCC(=O)Nc1ccc2oc(-c3cncc(Br)c3)nc2c1 | . | -0.7 | -2 | -5 | 2 | 1 | 6 | 3.4 | -0.5 | -0.7
O=C(COC(=O)c1n[nH]c(=O)c2ccccc12)c1ccccc1 | . | 1.0 | 4 | 6 | 0 | 17 | 1 | 2.6 | -1.2 | -3.4
Cc1cccc(C(=O)NCc2nnc(SCC(=O)Nc3nncs3)n2C)c1 | -1 | 4.9 | 1 | 3 | -1 | -22 | -8 | 1.2 | -1.0 | 2.3
c1ccc(-c2cnnc(-c3ccccn3)n2)cc1 | ? | 3.9 | 10 | -1 | 2 | 4 | -9 | 3.0 | -1.7 | 0.8
CCOC(=O)c1cccc(NC(=O)CCNS(=O)(=O)c2ccc3c(c2)CCN3C(=O)CC)c1 | 4 | -0.3 | 30 | 2 | -1 | -15 | . | 1.6 | -2.3 | 3.0
CCOC(=O)C1=C(c2ccccc2)NC(SCC(=O)Nc2cccc(C)c2)=C(C#N)C1c1ccco1 (stereo unspecified) | -2 | 1.0 | . | 0 | -9 | 4 | 22 | 3.7 | -2.9 | 0.2
CCCCNC(=O)NC12CC3CC(CC(C3)C1)C2 | 8 | 1.9 | 2 | 2 | 1 | -8 | . | 5.2 | -2.4 | -0.4
Cc1ccc(S(=O)(=O)NC(=O)NC(C)c2ccc(F)cc2)cc1 (stereo unspecified) | -3 | -0.1 | 22 | -10 | 2 | -9 | -1 | -0.1 | -2.2 | 0.5
CC(=O)Nc1ccc(S(=O)(=O)N2CCN(CC3CC4C=CC3C4)CC2)cc1 (stereo unspecified) | -1 | 2.8 | 7 | -6 | 1 | 10 | 11 | 3.0 | 0.1 | -1.2
O=c1c2ccccc2c(C=NCCCN2CCOCC2)c(O)n1Cc1ccc2c(c1)OCO2 | 0 | -1.7 | 5 | 2 | 0 | 5 | -3 | 0.3 | -1.2 | -4.1
CCOC(=O)/C(C#N)=C/c1ccc(OCC(=O)Nc2ccccc2)c(OC)c1 | . | 2.7 | 11 | ? | 9 | -6 | -4 | 2.1 | -1.7 | -0.3
CN(Cc1nc2ccc(F)cc2[nH]1)Cc1c(C(=O)N(C)C)nc2ccc(Cl)cn12 | 0 | 3.9 | 10 | -1 | -1 | -1 | -2 | 3.9 | -0.8 | 3.2
Cc1ccc(NC(=O)CSc2nc(N)c(-c3ccccc3)c(=O)[nH]2)cc1Cl | -4 | 4.9 | 15 | -8 | 0 | -4 | 4 | 1.4 | 0.5 | -1.1
Cc1c(Br)c([N+](=O)[O-])nn1CC(=O)NCc1cccnc1 | -1 | 2.5 | -10 | -3 | 0 | 3 | 3 | 3.1 | 0.0 | 4.0
CC(=O)Nc1nnc(SCC(=O)Nc2ccc3c(c2)OCCO3)s1 | 1 | 2.3 | -19 | 2 | 1 | -13 | -4 | -1.4 | -0.9 | 0.3
Cc1noc(C)c1NC(=O)N(C)C[C@H]1Oc2ccc(NC(=O)C3CCCCC3)cc2C(=O)N([C@H](C)CO)C[C@@H]1C | 0 | 2.1 | 5 | -6 | 0 | -14 | 0 | 1.9 | 0.9 | 0.8
CCCn1c(SCC(=O)N2CCN(CC)CC2)nc2c1c(=O)n(C)c(=O)n2C | 1 | 0.3 | -2 | 0 | 2 | -1 | -5 | -0.2 | -1.5 | 1.8
Cc1ccc(NC(=O)CN(c2ccccc2)S(=O)(=O)N(C)C)cc1 | 0 | -2.7 | 2 | -7 | 0 | -12 | 1 | 2.4 | -5.0 | -1.0
Cc1ccc(NC(=O)COC(=O)Cc2ccccc2)cc1S(=O)(=O)N1CCOCC1 | 2 | 2.4 | -21 | -2 | -2 | 0 | 7 | 1.1 | 0.3 | 0.1
Cc1cc(SCCC(=O)O)nc2ccccc12 | . | 1.6 | -15 | 7 | 0 | -8 | 5 | 2.0 | -0.4 | 1.7
CC1=NNC(=O)C1CCC(=O)N/N=C(\C)c1ccccc1 (stereo unspecified) | -2 | 2.8 | 15 | -6 | -2 | 7 | 3 | 6.1 | 0.9 | 1.6

Not a hit list; any-hit rate near 1.9%.
